SMARCA2 act = activators of SMARCA2 function. MG213 cells, MMTV-luciferase reporter, dexamethasone, overnight. activation, % at 9.1 µM. 1% of 370,000 active; in the data active = activation above about 7.8%;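 note: 0% = vehicle wells and 100% = reference activator wells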
DAX1 inh-1 = inhibits human nuclear receptor DAX1. P51843. 0.99% of 340,000 active. HEK293 Gal4-DAX1 luciferase reporter, luminescence. inhibition, % at 6.75 µM. AID 504766;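 active = inhibition above the mean over all tested compounds plus 3 SD, cut at about 4.2% in these data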;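 note: 0% = DAX1-transfected cells with DMSO and 100% = empty-vector control cells with DMSO; inhibition shows as a rise in luminescence from relieved DAX1 repression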
Target sequence (P51843 207-470 limits assumed): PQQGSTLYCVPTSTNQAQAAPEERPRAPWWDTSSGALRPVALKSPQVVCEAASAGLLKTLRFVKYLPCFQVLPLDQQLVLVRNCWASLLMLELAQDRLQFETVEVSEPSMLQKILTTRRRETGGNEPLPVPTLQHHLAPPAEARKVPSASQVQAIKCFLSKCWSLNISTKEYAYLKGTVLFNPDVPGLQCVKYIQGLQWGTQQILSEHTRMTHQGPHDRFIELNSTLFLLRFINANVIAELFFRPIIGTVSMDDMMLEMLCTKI
GC-A act = GC-A (human) enzyme activation. 0.14% of 370,000 active. HEK293 GC-A cells, cGMP TR-FRET, EC30 ANP; 0% at EC30 ANP, 100% saturating ANP. P16066. activation, % at 10 µM. AID 1671463; in the data active = activation above about 40%
PG9 binder = binds the HIV-1 gp120 antibody PG9; TR-FRET gp120-PG9 antibody binding; 0.43% of 360,000 active; inhibition, % at 6.7 µM; in the data active = inhibition above about 8.5%
hgDAF12 agonist = hgDAF-12 agonism, primary luciferase screen; HEK293 GAL4-hgDAF12 UAS-luciferase reporter, agonist luminescence; normalized to butyrate control; activation, % at 6.8 µM; 1.8% of 370,000 active;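 active = activation above a cutoff set at the mean of all screened compounds plus 3 SD, cut at about 10% in these data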;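 note: 0% = DMSO wells and 100% = sodium butyrate wells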
FXN GAA850 act = activators of GAA850 frataxin (FXN) promoter | activation, % at 6 µM | HEK293 lucGAA850 FXN promoter luciferase reporter, 24 h; percent of 10 µM SAHA response | 0.56% of 360,000 active;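 active = activation above the average of all compounds screened plus 3 SD, cutoff fixed separately per campaign, cut at about 7.5% in these data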;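 note: 0% = DMSO wells and 100% = 10 µM SAHA wells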
hcDAF12 agonist = H. contortus DAF-12 activation, primary screen | HEK293 hcDAF-12 lit1-tk-luc reporter, luminescence; 0% DMSO, 100% Δ7-dafachronic acid | activation, % at 6.8 µM | 1.4% of 370,000 active | AID 652067;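 active = activation above the mean of all tested compounds plus 3 SD, cut at about 5.5% in these data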;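 note: 100% = response to 3 µM Δ7-dafachronic acid high control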
ADAM10 inh = inhibits human ADAM10; O14672; recombinant ADAM10, EDANS/DABCYL FRET peptide cleavage, 3 h; inhibition, % at 7 µM; 0.62% of 370,000 active; AID 720582;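 active = inhibition above a per-campaign cutoff equal to the mean of compounds falling between control-based bounds plus 3 SD, cut at about 20% in these data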;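 note: 0% = DMSO wells while the 100% control is not disclosed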
DAX1 inh-2 = blocks DAX1 repression of SF-1 activated StAR promoter; HEK293T StAR-luciferase reporter, SF-1/DAX-1 repression relief; inhibition, % at 6.8 µM; 1.1% of 370,000 active; AID 652010;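 active = inhibition above the mean over all tested compounds plus 3 SD, cut at about 3.6% in these data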;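 note: 0% = DAX-1 cells with DMSO and 100% = cells lacking DAX-1 with DMSO; higher inhibition means more luminescence from relief of DAX-1 repression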
ssDAF12 agonist = activators of S. stercoralis DAF-12 nuclear receptor | HEK293 ssDAF-12/GRIP1 lit1-tk-luc reporter, luminescence; % of 3 µM dafachronic acid response | activation, % at 6.8 µM | 1% of 370,000 active;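 active = activation above the mean over all tested compounds plus 3 SD, cut at about 0.9% in these data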;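 note: 0% = DMSO-only wells and 100% = 3 µM delta7-dafachronic acid wells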
ADAM17 inh = inhibitors of human ADAM17. P78536. recombinant ADAM17, EDANS/DABCYL FRET peptide cleavage. inhibition, % at 6.95 µM. 0.83% of 370,000 active;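 active = inhibition above the mean of compounds lying between control limits plus 3 SD, set per campaign, cut at about 8.5% in these data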;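 note: 0% = DMSO-only wells as the low control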
Target sequence (P78536 215-824 limits assumed): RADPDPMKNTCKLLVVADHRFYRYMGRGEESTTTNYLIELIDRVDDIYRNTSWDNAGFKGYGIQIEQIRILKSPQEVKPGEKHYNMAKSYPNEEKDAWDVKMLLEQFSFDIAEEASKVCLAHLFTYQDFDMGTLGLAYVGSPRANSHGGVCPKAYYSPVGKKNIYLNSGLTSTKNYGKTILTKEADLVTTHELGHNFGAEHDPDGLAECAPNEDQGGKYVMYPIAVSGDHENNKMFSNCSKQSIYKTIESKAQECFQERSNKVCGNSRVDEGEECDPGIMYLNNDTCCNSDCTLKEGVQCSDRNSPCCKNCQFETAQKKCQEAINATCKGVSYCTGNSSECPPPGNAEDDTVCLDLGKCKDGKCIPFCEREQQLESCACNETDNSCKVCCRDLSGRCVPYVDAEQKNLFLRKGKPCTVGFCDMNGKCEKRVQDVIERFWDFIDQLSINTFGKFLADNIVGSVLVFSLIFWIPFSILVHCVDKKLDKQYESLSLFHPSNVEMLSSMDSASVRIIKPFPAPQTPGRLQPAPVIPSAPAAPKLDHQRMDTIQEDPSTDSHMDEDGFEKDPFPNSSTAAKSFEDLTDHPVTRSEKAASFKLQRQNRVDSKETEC
Starred values were filed as active, the others as inactive; nt = no result given.

SMILES	SMARCA2 act	DAX1 inh-1	GC-A act	PG9 binder	hgDAF12 agonist	FXN GAA850 act	hcDAF12 agonist	ADAM10 inh	DAX1 inh-2	ssDAF12 agonist	ADAM17 inh
c1ccc(Nc2nc(-c3ccncc3)cs2)nc1	5.2	0.8	31.0	0.2	14.5*	1.1	12.0*	-0.4	2.4	1.1*	-7.2
COc1ccc(OC)c(NC(=O)c2nc(-c3ccccc3)oc2C)c1	2.4	0.4	-10.0	-1.2	1.0	-0.7	1.0	1.0	-0.5	-1.6	-1.7
CCCCn1c(N)c(N(CCC(C)C)C(=O)c2ccc3ccccc3c2)c(=O)[nH]c1=O	0.1	0.4	-3.1	-0.7	1.1	2.0	-0.6	-12.5	0.5	-1.9	-1.6
CCOc1cccc(CN2CCC(n3nccc3NC(=O)c3ccc4c(c3)OCO4)CC2)c1	-1.5	-0.2	-5.4	-1.8	-1.1	-2.8	-2.1	5.1	-0.6	-1.3	-1.0
O=C(NCCCNC(=O)c1cccnc1)c1ccc(Cl)cc1	1.9	0.8	6.0	0.7	-3.8	-2.0	1.4	7.2	0.1	-0.8	-5.8
NC(=O)C1CCN(C(=O)Nc2ccccc2)CC1	-2.9	1.4	2.1	-0.7	4.2	-0.6	-0.2	7.1	-0.1	-0.8	-6.3
Cc1ccc(S(=O)(=O)C2(C(=O)NCc3ccc4c(c3)OCO4)CC2)cc1	-2.5	0.7	0.6	1.2	0.3	-1.8	-1.7	-10.7	-0.8	-1.4	-3.5
COc1cc(-c2c(C#N)c(N)nc3[nH]c(=S)[nH]c(=O)c23)ccc1O	-1.0	-1.4	3.5	-2.2	-0.8	0.6	-1.9	4.6	0.0	-1.0	-1.3
CC(O)c1c(-c2ccccc2)nn(C)c1Cl (configuration not stated)	-1.9	0.1	-3.9	-2.8	-1.3	1.3	-1.7	-5.6	-0.1	-0.6	-0.7
Nc1nc(NCc2ccccc2Cl)n(-c2ccccc2)n1	-1.4	0.5	0.2	0.6	-3.2	1.4	1.7	6.1	0.7	-0.9	-1.3
CCOC(=O)N/N=C/c1ccc(C)o1	-0.3	0.8	1.7	-1.0	3.8	0.9	-0.6	8.3	-0.2	-0.6	3.4
COc1ccc(NC(=O)C2Cc3c(-c4cccc(NC(C)=O)c4)ccnc3O2)cc1 (configuration not stated)	-0.8	nt	-7.2	-0.8	-4.5	-4.4	-1.4	-1.6	-1.2	-1.1	-3.6

Three compounds from above, ordered by formula weight, lowest first.
SMILES	SMARCA2 act	DAX1 inh-1	GC-A act	PG9 binder	hgDAF12 agonist	FXN GAA850 act	hcDAF12 agonist	ADAM10 inh	DAX1 inh-2	ssDAF12 agonist	ADAM17 inh
CC(O)c1c(-c2ccccc2)nn(C)c1Cl (configuration not stated)	-1.9	0.1	-3.9	-2.8	-1.3	1.3	-1.7	-5.6	-0.1	-0.6	-0.7
c1ccc(Nc2nc(-c3ccncc3)cs2)nc1	5.2	0.8	31.0	0.2	14.5*	1.1	12.0*	-0.4	2.4	1.1*	-7.2
COc1cc(-c2c(C#N)c(N)nc3[nH]c(=S)[nH]c(=O)c23)ccc1O	-1.0	-1.4	3.5	-2.2	-0.8	0.6	-1.9	4.6	0.0	-1.0	-1.3

The listing picks up with the two entries that preceded the break.
SMILES	SMARCA2 act	DAX1 inh-1	GC-A act	PG9 binder	hgDAF12 agonist	FXN GAA850 act	hcDAF12 agonist	ADAM10 inh	DAX1 inh-2	ssDAF12 agonist	ADAM17 inh
CCOC(=O)N/N=C/c1ccc(C)o1	-0.3	0.8	1.7	-1.0	3.8	0.9	-0.6	8.3	-0.2	-0.6	3.4
COc1ccc(NC(=O)C2Cc3c(-c4cccc(NC(C)=O)c4)ccnc3O2)cc1 (configuration not stated)	-0.8	nt	-7.2	-0.8	-4.5	-4.4	-1.4	-1.6	-1.2	-1.1	-3.6
O=C(O)/C(=C\c1cccc(O)c1)c1ccc(S(=O)(=O)N2CCCC2)s1	2.1	0.0	0.3	-2.5	3.0	1.9	0.1	-5.0	1.1	-1.2	-3.3
O=C(NCc1ccco1)c1ccc2c(c1)N(Cc1ccccc1)C(=O)CS2	-2.9	-1.3	4.2	0.1	0.1	1.7	-1.5	-0.1	-1.3	-1.7	0.5
CCCCn1c(N)c(N(CCC(C)C)C(=O)c2ccc3c(c2)OCO3)c(=O)[nH]c1=O	0.2	0.0	3.2	0.2	-1.6	-0.4	0.0	-16.1	0.3	-0.9	-3.5
Cc1ccc(SCCN2CCN(C)CC2)cc1	-0.5	0.4	0.9	0.0	-1.6	1.2	-1.4	-6.0	0.2	-0.9	-2.3
O=C(CNc1ccc(F)cc1)c1ccccc1	0.5	0.9	-3.5	-0.9	6.9	7.0	0.7	-2.4	-0.5	-0.1	-0.7
O=C(Nc1ccccc1C(=O)N1CCCCC1)c1cccs1	-0.9	0.5	3.4	-2.2	3.4	-0.1	1.1	-6.3	1.7	-0.6	-3.3
CC12C=CC(=O)C=C1CCC1C2C(=O)C[C@@]2(C)C1CCC2(O)C(=O)CO (some centres not stated)	-5.5	-1.1	2.1	1.5	-0.1	3.0	1.8	-4.8	0.6	-1.5	2.8
CC(C)C(=O)Nc1cccc(C(=O)NCc2ccc(S(N)(=O)=O)cc2)c1	-0.3	2.0	-1.0	-1.9	-0.6	-2.0	-1.3	0.1	0.4	-1.6	-0.1
Cc1ccc(C)c(S(=O)(=O)NCC(=O)Nc2ccc3c(c2)OCO3)c1	-1.4	0.1	-0.7	-1.1	-0.2	0.5	-2.1	-10.3	-0.4	-0.3	-5.7
CN(CC(=O)NCc1cccnc1)S(=O)(=O)c1cc(Cl)ccc1Cl	2.5	-0.7	1.1	-3.4	0.4	-2.1	-1.1	-7.6	0.1	-1.5	-3.5
CC(=O)N(C)C[C@@H]1Oc2ncc(C#Cc3ccc(F)cc3)cc2C(=O)N([C@@H](C)CO)C[C@H]1C	-0.3	-0.1	1.5	0.0	-0.4	0.6	-0.8	-17.4	0.5	-1.1	-7.9
O=C1C(C=NCCCN2CCCC2=O)=C(O)c2ccccc21	8.5*	1.9	-6.0	3.3	18.6*	3.0	3.9	9.1	2.1	-0.3	-3.4

In a second layout: two of the compounds above.
| mol | SMARCA2 act | DAX1 inh-1 | GC-A act | PG9 binder | hgDAF12 agonist | FXN GAA850 act | hcDAF12 agonist | ADAM10 inh | DAX1 inh-2 | ssDAF12 agonist | ADAM17 inh |
| --- | --- | --- | --- | --- | --- | --- | --- | --- | --- | --- | --- |
| O=C(NCc1ccco1)c1ccc2c(c1)N(Cc1ccccc1)C(=O)CS2 | -2.9 | -1.3 | 4.2 | 0.1 | 0.1 | 1.7 | -1.5 | -0.1 | -1.3 | -1.7 | 0.5 |
| CN(CC(=O)NCc1cccnc1)S(=O)(=O)c1cc(Cl)ccc1Cl | 2.5 | -0.7 | 1.1 | -3.4 | 0.4 | -2.1 | -1.1 | -7.6 | 0.1 | -1.5 | -3.5 |

Remaining list, next part:
SMILES	SMARCA2 act	DAX1 inh-1	GC-A act	PG9 binder	hgDAF12 agonist	FXN GAA850 act	hcDAF12 agonist	ADAM10 inh	DAX1 inh-2	ssDAF12 agonist	ADAM17 inh
O=[N+]([O-])c1ccc2nc(CNc3nc(N4CCOCC4)nc4c3ncn4-c3ccsc3)[nH]c2c1	nt	nt	0.5	nt	-12.3	nt	-6.3	3.7	nt	-3.3	-2.8
CCN(CC)CCCNC(=S)N(CCO)Cc1cc2cc3c(cc2[nH]c1=O)OCO3	0.0	0.5	5.1	0.2	0.9	1.6	-1.4	-178.3	-0.3	-0.9	-61.1
Cc1ccc(S(=O)(=O)N2CCN(C(=O)c3cccn3C)CC2)cc1	-3.8	nt	-1.8	nt	-2.9	nt	-0.1	-4.8	-0.5	-1.6	-1.9
Cc1nc(-c2ccccn2)nc(SCC(=O)c2ccc(F)cc2)c1Cl	-4.7	-0.7	-4.9	1.4	-1.4	1.8	-2.7	-4.1	-0.6	-1.1	-0.1
Cc1ccc(N2CC(C(=O)Nc3nnc(SCC(=O)Nc4nc(C)cs4)s3)CC2=O)cc1 (configuration not stated)	-1.7	-0.1	-2.2	0.2	-1.2	2.5	-0.8	-5.1	1.1	-0.3	-3.2
CC(C)(C)n1nnnc1C(c1cccc(C#N)c1)N1CCC(Cc2ccccc2)CC1 (configuration not stated)	-2.5	-0.4	0.3	-0.1	-0.5	0.8	-1.2	3.0	0.1	-1.6	-5.8
COc1ccc(CSc2ncnc3sccc23)cc1F	4.4	-0.7	1.3	0.9	4.5	2.5	-2.2	12.0	-0.4	-1.4	-0.1
CC1CCc2c(sc3nn[nH]c(=O)c23)C1 (configuration not stated)	0.3	1.8	0.3	0.1	2.0	3.6	2.9	1.3	0.5	-1.8	-4.1
CC1CCCC(NC(=O)CCNC(=O)c2ccc(Br)cc2)C1C (configuration not stated)	0.3	-0.3	-0.6	-0.2	1.2	0.2	-2.0	-5.8	0.2	-0.9	-1.7
Cc1nnc(CN(C)Cc2cn[nH]c2-c2ccc(-c3ccccc3)cc2)o1	-4.0	0.7	-1.6	1.1	0.6	2.5	0.6	10.8	0.2	-0.8	3.5
COc1cccc(CCNC(=O)C2CCCN(c3ncnc4c3nc3n4CCCCC3)C2)c1OC (configuration not stated)	-3.0	0.1	-1.7	-0.8	-1.4	1.4	0.5	-8.2	0.5	-1.5	-5.3
CCc1ccccc1NC(=O)Nc1cnccn1	0.2	-0.7	-1.2	-1.2	0.2	2.1	-0.5	-8.9	0.8	-1.2	-6.7

SMARCA2 act, hit marks shown above.
| SMILES | SMARCA2 act | DAX1 inh-1 | GC-A act | PG9 binder | hcDAF12 agonist | ADAM10 inh | DAX1 inh-2 | ssDAF12 agonist | ADAM17 inh |
| --- | --- | --- | --- | --- | --- | --- | --- | --- | --- |
| O=C1C(C=NCCCN2CCCC2=O)=C(O)c2ccccc21 | 8.5* | 1.9 | -6.0 | 3.3 | 3.9 | 9.1 | 2.1 | -0.3 | -3.4 |

More entries
SMILES	SMARCA2 act	DAX1 inh-1	GC-A act	PG9 binder	hgDAF12 agonist	FXN GAA850 act	hcDAF12 agonist	ADAM10 inh	DAX1 inh-2	ssDAF12 agonist	ADAM17 inh
O=C(Nc1cccc(-c2nnc(-c3ccccc3)o2)c1)C1CC1	1.3	-1.2	-3.1	-2.5	4.4	6.6	-2.7	0.5	-0.4	-1.7	-0.7
CN1CCN(CCN2CCn3c2nc2ccccc23)CC1	-2.1	1.4	0.8	1.4	2.3	0.6	-0.2	-6.0	1.1	-1.1	-4.7
CCc1nnc(NC(=O)c2cc(-c3cccnc3)nc3ccccc23)s1	1.3	0.1	2.1	0.6	-2.5	0.2	0.5	0.5	-0.8	-1.3	-3.1
C=CCOc1c(Br)cc(/C=N/O)cc1OCC	-0.4	-0.8	-2.1	-0.2	0.7	3.8	-3.7	-1.2	-0.6	-2.0	0.0
CN(CCc1ccccn1)S(=O)(=O)c1ccccc1F	-5.9	0.7	7.0	1.2	-0.3	0.9	0.2	-9.2	-0.3	-0.3	-5.5
COc1ccccc1-c1cc(C2CC2)nc(N)c1C#N	-2.5	0.7	0.7	-1.6	0.0	3.8	-0.2	-432.9	0.4	-0.7	-125.5
Cc1c(OCC(=O)NC2CCN(Cc3ccccc3)CC2)ccc2c3c(c(=O)oc12)CCC3	0.9	0.4	-3.4	0.0	1.5	-1.1	-1.4	-35.4	-0.1	-1.0	-12.5
COC(=O)c1nc2n(n1)C(c1cccc(Cl)c1)C1=C(CC(C)(C)CC1=O)N2 (configuration not stated)	-0.1	2.7	-13.8	-0.3	-3.3	1.1	-1.3	-6.8	0.5	-0.8	1.3

Screening results (PubChem BioAssay)
